# D1 agonist = human D1 receptor agonism; HEK293 T-REx D1 cells, calcium flux, agonist mode; activation, % at 2 µM; hit rate 1% among 360,000; AID 504660; in the data active = activation above about 30%; note: 0% is about no effect
# Target sequence (P21728 whole entry, looked up): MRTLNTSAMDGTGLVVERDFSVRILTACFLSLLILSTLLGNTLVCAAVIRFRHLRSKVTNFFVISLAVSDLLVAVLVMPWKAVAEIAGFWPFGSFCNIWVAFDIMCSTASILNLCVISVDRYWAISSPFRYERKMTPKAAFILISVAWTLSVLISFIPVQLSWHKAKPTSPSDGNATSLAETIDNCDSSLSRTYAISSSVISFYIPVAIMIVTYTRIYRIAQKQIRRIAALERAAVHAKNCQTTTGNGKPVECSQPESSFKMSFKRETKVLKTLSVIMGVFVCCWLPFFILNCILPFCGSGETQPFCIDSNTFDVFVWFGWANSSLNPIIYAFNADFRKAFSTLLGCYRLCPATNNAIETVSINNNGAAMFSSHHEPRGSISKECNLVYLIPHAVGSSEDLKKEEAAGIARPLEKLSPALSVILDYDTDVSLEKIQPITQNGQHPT
#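 Agonism was scored from calcium flux recorded over 180 s (1 read/s) after pintool compound addition, following a 10-cycle baseline. Cells were inducible force-coupled HEK293 TREx D1, plated overnight at 30 C and loaded with no-wash calcium dye.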
# RXFP1 agonist = RXFP1 (human) receptor agonism; AID 2676; HEK293T-RXFP1 cAMP TR-FRET, 30 min; response scale: percent of porcine relaxin response, buffer zero; hit rate 0.3% among 370,000; Potency, µM (highest dose often 57.5 µM), without a hit: at the highest dose activation, actives largely listed as activators; Q9HBX9; note: potency is the fitted concentration of half-maximal effect; % is set by controls: 0 for no effect and ±100 for the full control effect; nearly all actives have a fitted effect of over 60% in size; many of its hits are not listed in these tables
#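 Agonist response is measured as cAMP accumulation in an RXFP1-transfected HEK293T line under PDE4 inhibition. Values are scaled between buffer-only and 29 nM porcine relaxin, and EC50s come from standard Hill equation fits.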
# D1 PAM = enhances dopamine response at the human D1 receptor | P21728 | HEK293 TREx D1 cells, calcium flux, dopamine EC20 potentiation | potentiation, % at 10 µM | hit rate 0.036% among 360,000; in the data active = potentiation above about 30%; note: 0% is about no effect
# TRHR ag = TRH receptor (human) agonism; P34981; TRHR cells, calcium flux fluo-8, FDSS agonist mode; activation, % at 2 µM; hit rate 0.18% among 360,000; AID 493084; in the data active = activation above about 30%; note: 0% is about no effect
#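 Steps: seed TRHR cells overnight; add fluo-8 no-wash Ca dye, RT 30 min–1.5 h; record 10 s baseline; pin-transfer compounds; monitor fluorescence 1 cycle/s for the agonist window. Calcium increases flag candidate agonists.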
# D2 PAM = positively modulates the human D2 dopamine receptor allosterically; P14416; HEK293 T-REx D2, calcium flux, EC20 dopamine potentiation; potentiation, % at 10 µM; hit rate 0.34% among 340,000; AID 485347;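 active = potentiation over 3 SD above the plate norm, cut at about 30% in these data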; note: 0% is about no effect
# Target sequence (P14416 whole entry, looked up): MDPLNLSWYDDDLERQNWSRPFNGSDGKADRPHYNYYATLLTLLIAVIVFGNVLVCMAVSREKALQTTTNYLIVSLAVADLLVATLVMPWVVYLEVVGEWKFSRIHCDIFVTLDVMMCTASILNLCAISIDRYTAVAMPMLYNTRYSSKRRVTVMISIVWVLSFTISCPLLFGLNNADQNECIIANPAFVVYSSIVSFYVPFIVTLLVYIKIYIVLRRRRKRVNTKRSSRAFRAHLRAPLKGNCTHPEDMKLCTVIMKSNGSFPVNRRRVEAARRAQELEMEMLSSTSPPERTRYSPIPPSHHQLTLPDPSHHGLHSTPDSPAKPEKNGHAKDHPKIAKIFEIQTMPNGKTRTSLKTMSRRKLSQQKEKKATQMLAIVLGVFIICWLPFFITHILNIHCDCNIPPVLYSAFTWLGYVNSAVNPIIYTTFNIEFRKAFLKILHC
#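 Cells plated with tetracycline inducer and held overnight at 30 C; calcium dye loaded 30–90 min at room temperature; baseline taken, compound added and read 180 s; EC20 dopamine then added and read 180 s.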
# Apoferritin bind = candidate novel general anesthetic via apoferritin binding. apoferritin/1-aminoanthracene competitive binding, fluorescence. AID 485281. hit rate 0.074% among 350,000. Potency, µM (highest dose often 77.5 µM), inactives show top-dose activity change, negative = displacement, hits mostly inhibitors. P02791; note: potency is the fitted concentration of half-maximal effect; % is set by controls: 0 for no effect and ±100 for the full control effect; nearly all actives have a fitted effect of over 20% in size
# Target sequence (P02791 2-175 limits assumed): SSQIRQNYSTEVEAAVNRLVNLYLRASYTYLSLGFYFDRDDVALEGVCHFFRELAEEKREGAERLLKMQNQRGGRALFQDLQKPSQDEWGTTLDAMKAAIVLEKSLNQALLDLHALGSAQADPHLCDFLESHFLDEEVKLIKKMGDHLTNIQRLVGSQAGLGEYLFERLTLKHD
#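 Apoferritin-based anesthetic binding model; compound displacement of fluorescent 1-AMA measured as endpoint fluorescence after 10 minutes at room temperature, scaled to free-ligand and complex controls.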
# RXFP1 antag = RXFP1 (human) relaxin receptor antagonism; Q9HBX9; HEK293-RXFP1, relaxin-stimulated cAMP HTRF, 30 min; hits give low values; activity change, negative = inhibition, % at 57.5 µM; hit rate 0.59% among 350,000; AID 1259400;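 active = activity change of -60% or lower, but not beyond a set lower limit; inconclusive = change between -60% and -40%, or beyond the set limit; inactive = change above -40%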; note: % is set by controls: 0 for no effect and ±100 for the full control effect
# TRHR enhancer = TRH receptor (human) allosteric enhancement; P34981; TRHR cells, fluo-8 calcium fluorescence, EC20 TRH enhancement; enhancement, % at 2 µM; hit rate 0.66% among 360,000; AID 493056; in the data active = enhancement above about 30%; note: 0% is about no effect
#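 Enhancer read-out: after compound pinning and an initial kinetic agonist-mode read, an EC20 of TRH (10 nM final) was injected and fluo-8 calcium signal (Ex 480/Em 530) followed at 1 s/cycle for 100 cycles in TRHR-expressing cells.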
# D1 antagonist = blocks dopamine activation of the human D1 receptor; P21728; HEK293 TREx D1 cells, calcium flux, dopamine EC80; hits give low values; activity change, negative = inhibition, % at 10 µM; hit rate 3.2% among 360,000; AID 504652; in the data active = activity change below about -30%; note: % is set by controls: 0 for no effect and ±100 for the full control effect
#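 Tetracycline-induced HEK293 T-REx cells with force-coupled D1 receptor were loaded with a no-wash calcium dye. Compound was added after a 10 s baseline and read kinetically for 180 s; EC80 dopamine was then added and calcium flux followed another 180 s.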
# The depositor's hits bear a star; ? = inconclusive; nt = not tested or not shown; [ ] = remark or other dose. Unless noted, calls come from the whole dose curve; as a rule, active = well fitted curve in the direction sought with a large enough effect; inconclusive = small, poorly fitted or top-dose-only effect, or another doubt; inactive = no such curve, though single readings can be large; an effect the other way counts as inactive or inconclusive.
SMILES,D1 agonist,RXFP1 agonist,D1 PAM,TRHR ag,D2 PAM,Apoferritin bind,RXFP1 antag,TRHR enhancer,D1 antagonist
CCCC(=O)NC(Nc1ccc(S(=O)(=O)Nc2cc(C)on2)cc1)(C(=O)OCC)C(F)(F)F (stereo unspecified),3,-0.2%,-11,-0.4,-1,-7%,-7,-7,2
Cc1cccc(OCC(=O)Nc2ccc3c(c2)nc(CCNC(=O)c2ccco2)n3C)c1,-1,1.8%,-3,-1.1,-6,-14%,-9,-5,-18
CN(c1cccc(NC(=O)c2ccc(N(C)S(=O)(=O)c3ccccc3)cc2)c1)S(C)(=O)=O,10,3.5%,-5,0.5,6,1%,-6,-1,-15
COCCCNc1nc2nonc2nc1N1CCC(C(C)N2CCOCC2)CC1 (stereo unspecified),5,2.7%,-2,0.0,7,-6%,0,-6,11
O=C(O)COCC(=O)NC1CCN(Cc2ccccc2)CC1,3,-1.3%,-3,-0.3,2,14%,10,-2,-14
O=C(Cc1n[nH]c(=O)c2ccccc12)OCc1c(Cl)cccc1Cl,12,1.5%,6,-1.5,0,4%,4,-3,15
O=C(O)c1cccc(S(=O)(=O)N2CCC(n3nnc4cc(C(F)(F)F)ccc43)CC2)c1,1,-1.9%,-4,-0.2,13,1%,-29,5,7
CC(Sc1nnnn1-c1ccccc1)C(=O)Nc1ccccc1-c1ccccc1 (stereo unspecified),1,0.4%,-3,1.5,6,-4%,6,-9,5
O=C(CN(c1ccccc1)S(=O)(=O)c1ccccc1)Nc1ccc(F)cc1,0,-2.9%,-6,-0.9,6,0%,-9,1,5
COC(=O)c1cc(-c2c(C)oc3cc(OC(C)C)ccc3c2=O)c(C)o1,9,0.8%,-10,-0.4,-3,?,-21,-1,-4
O=C(c1ccccc1F)N1CCC(O)(c2cccnc2)CC1,2,1.0%,-5,0.6,5,-10%,8,4,4
CN(C)N1C(N)=C(C#N)C(c2ccccc2)C2=C1CC(C)(C)CC2=O (stereo unspecified),2,-0.9%,3,-1.4,-21,2%,2,0,-17
CC1CCC(NC(=O)CN(C)S(=O)(=O)c2cccc3cccnc23)CC1 (stereo unspecified),2,-1.9%,-2,0.0,1,0%,1,23,8
COc1cccc(NC(=O)CN2CCCCCC2)c1,-1,0.3%,0,0.9,-8,-16%,1,-2,9
N=C(N)SCc1nc2ccccc2c(=O)n1-c1ccccc1Cl,-1,-0.3%,-3,0.6,nt,-17%,21,2,4
Cc1c(N=C2NC(=O)/C(=C/c3ccc(O)cc3)S2)c(=O)n(-c2ccccc2)n1C,2,0.2%,4,0.9,10,-6%,4,1,7
COC(=O)c1nnc(-c2ccccc2)nc1OC,2,0.5%,-5,0.1,-6,5%,0,-1,-5
Cn1c(=O)oc2cc(S(=O)(=O)N3CCC(C(=O)N4CCc5ccccc5C4)CC3)ccc21,1,0.6%,2,0.1,-7,1%,nt,6,-2
COc1ccc(C(=O)CC(=O)C(=O)Nc2ccc(Cl)cc2)cc1,5,0.3%,8,-0.4,6,-3%,-2,2,-4
O=C(CN(C(=O)Cn1nnc(-c2ccccc2F)n1)c1cccc2c1CCCC2)NCc1ccccc1,1,1.2%,-10,0.2,10,26%,21,-2,6
COc1ccc(CNC(=O)CN2C(=O)c3ccccc3C2=O)cc1,2,5.9%,7,-1.8,14,-2%,-7,0,0
Cc1nnc(SCc2cccc([N+](=O)[O-])c2)[nH]c1=O,1,-1.1%,-8,0.8,-13,-6%,10,-9,-12
COc1ccccc1C(=O)NCCC(=O)Nc1ccc(OC(F)(F)F)cc1,2,-5.1%,nt,-1.0,nt,-14%,-5,-4,0
COc1ccc(C(=O)NCC(c2cccnc2)N2CCc3ccccc3C2)cc1 (stereo unspecified),0,1.2%,-2,-0.3,-6,-8%,-20,10,-13

# Some of the entries above in a different format.
canonical_smiles | D1 agonist | RXFP1 agonist | D1 PAM | TRHR ag | D2 PAM | Apoferritin bind | RXFP1 antag | TRHR enhancer | D1 antagonist
O=C(c1ccccc1F)N1CCC(O)(c2cccnc2)CC1 | 2 | 1.0% | -5 | 0.6 | 5 | -10% | 8 | 4 | 4
CN(C)N1C(N)=C(C#N)C(c2ccccc2)C2=C1CC(C)(C)CC2=O (stereo unspecified) | 2 | -0.9% | 3 | -1.4 | -21 | 2% | 2 | 0 | -17
CC1CCC(NC(=O)CN(C)S(=O)(=O)c2cccc3cccnc23)CC1 (stereo unspecified) | 2 | -1.9% | -2 | 0.0 | 1 | 0% | 1 | 23 | 8
COc1cccc(NC(=O)CN2CCCCCC2)c1 | -1 | 0.3% | 0 | 0.9 | -8 | -16% | 1 | -2 | 9
N=C(N)SCc1nc2ccccc2c(=O)n1-c1ccccc1Cl | -1 | -0.3% | -3 | 0.6 | nt | -17% | 21 | 2 | 4
Cc1c(N=C2NC(=O)/C(=C/c3ccc(O)cc3)S2)c(=O)n(-c2ccccc2)n1C | 2 | 0.2% | 4 | 0.9 | 10 | -6% | 4 | 1 | 7
COC(=O)c1nnc(-c2ccccc2)nc1OC | 2 | 0.5% | -5 | 0.1 | -6 | 5% | 0 | -1 | -5
Cn1c(=O)oc2cc(S(=O)(=O)N3CCC(C(=O)N4CCc5ccccc5C4)CC3)ccc21 | 1 | 0.6% | 2 | 0.1 | -7 | 1% | nt | 6 | -2
COc1ccc(C(=O)CC(=O)C(=O)Nc2ccc(Cl)cc2)cc1 | 5 | 0.3% | 8 | -0.4 | 6 | -3% | -2 | 2 | -4
O=C(CN(C(=O)Cn1nnc(-c2ccccc2F)n1)c1cccc2c1CCCC2)NCc1ccccc1 | 1 | 1.2% | -10 | 0.2 | 10 | 26% | 21 | -2 | 6
COc1ccc(CNC(=O)CN2C(=O)c3ccccc3C2=O)cc1 | 2 | 5.9% | 7 | -1.8 | 14 | -2% | -7 | 0 | 0

# 3 compounds already listed, arranged by the value under RXFP1 agonist, descending:
structure | RXFP1 agonist
COc1ccc(CNC(=O)CN2C(=O)c3ccccc3C2=O)cc1 | 5.9%
O=C(CN(C(=O)Cn1nnc(-c2ccccc2F)n1)c1cccc2c1CCCC2)NCc1ccccc1 | 1.2%
N=C(N)SCc1nc2ccccc2c(=O)n1-c1ccccc1Cl | -0.3%

# Further results:
SMILES,D1 agonist,RXFP1 agonist,D1 PAM,TRHR ag,D2 PAM,Apoferritin bind,RXFP1 antag,TRHR enhancer,D1 antagonist
CC(=O)Nc1ccc(C(=O)COC(=O)C2CCCCC2)c(F)c1,5,-0.1%,-4,1.0,6,nt,1,0,-10
COc1ccc(-c2coc3cc(OC)cc(O)c3c2=O)cc1,2,1.7%,-3,0.5,-5,-9%,-13,2,1
COC(=O)c1cc(NC(=O)CC2SCCNC2=O)cc(C(=O)OC)c1 (stereo unspecified),0,0.2%,1,0.0,3,-4%,2,5,-2
COc1ccc(Cn2c(SCc3ccc(C(=O)NC4CCCCC4)cc3)nc3ccncc32)cc1,12,-0.5%,-4,-0.4,-4,84%[activator],-20,-3,-8
Cc1ccc(S(=O)(=O)CCC(=O)OCC(=O)Nc2cc(C)on2)cc1,1,0.0%,-2,-0.5,-4,-21%,11,6,-8
O=C(Nc1nncs1)C12CC3CC(CC(Cl)(C3)C1)C2,0,0.1%,-7,1.9,-1,-2%,-2,-14,-15
Cn1c2c(c(=O)n(C)c1=O)C(c1ccccc1Cl)C(C#N)=C(N)O2 (stereo unspecified),2,5.7%,-3,0.5,-2,0%,-2,3,-3
CCOc1ccc(CNC(=O)c2ccc3c(c2)nc2n3CCC(C)C2)cc1OC (stereo unspecified),0,-2.5%,-1,-0.3,18,49%[activator],?,5,-4
Cc1ccc(NC(=O)CSc2nc3c(oc4ccccc43)c(=O)n2-c2ccc(F)cc2)c(C)c1,2,-1.2%,3,1.0,0,-14%,nt,-2,-3
CN(Cc1cn[nH]c1-c1ccc2c(c1)OCO2)C1CCOCC1,5,4.0%,-1,0.6,5,-8%,-26,2,-11
CC(C)CN1CCC(C(=O)N2CCN(c3ccccc3F)CC2)CC1,0,0.9%,-2,0.2,-3,-8%,1,1,-4
CC(C)CC(C(=O)O)N(Cc1ccccc1)Cc1ccccc1 (stereo unspecified),2,1.2%,17,0.1,-5,-6%,0,-5,20
CCCN(CCC)CCCNC(=S)Nc1ccc2nc3n(c(=O)c2c1)CCCCC3,0,4.7%,-10,0.2,-18,-8%,nt,2,-30*
Cc1cc(C(=O)NCC(=O)OC(C)C(=O)N2CCOCC2)ccc1[N+](=O)[O-] (stereo unspecified),1,0.5%,1,1.2,0,nt,-3,11,-1
Cc1ccc(OCC(=O)N2CCc3ccccc3C2)c(Br)c1,1,-1.2%,-2,0.1,-1,-16%,1,-7,-7
CCc1ccccc1NC(=O)CCS(=O)(=O)c1ccc(C)cc1,1,0.9%,-3,-0.9,-8,-12%,-7,4,9
Cc1c(C(=O)N(C)C)sc2c1c(=O)n(-c1ccc(Cl)c(Cl)c1)c(=O)n2CC(=O)N1CCCCC1C (stereo unspecified),0,1.2%,5,-0.1,2,11%,-20,-1,0
COc1ccc(C(=O)NNC(=O)c2ccccc2[N+](=O)[O-])cc1[N+](=O)[O-],5,-0.5%,-6,0.2,-3,-4%,9,-10,-8
O=C(O)[C@H]1CCCC[C@H]1C(=O)Nc1cc([N+](=O)[O-])ccc1F,2,2.7%,0,-0.7,18,-2%,18,7,-3
COc1ccc(OC)c(/C=N/Nc2nncn2/N=C/c2cc(OC)ccc2OC)c1,7,1.0%,-2,-0.4,7,4%,nt,-4,15
O=C(CCNC(=O)c1ccccc1Cl)NCC1CCCO1 (stereo unspecified),4,0.7%,-4,-0.1,6,nt,-7,13,14
N#CC(C#N)=Cc1ccc(-c2ccc(S(=O)(=O)N=C(N)N)cc2)o1,2,0.9%,-6,1.4,-21,-10%,14,7,9
CC(=O)n1cc(/C=N/NC(N)=S)c2ccccc21,2,-2.6%,-3,0.2,8,-2%,-13,7,6
CC(=O)N1CCN(Cc2nc3cc(NC(=O)COc4cccc(C)c4)ccc3n2C)CC1,7,-1.5%,3,-3.0,-3,-14%,-5,2,3
Cc1cc(C(=O)OCC(=O)Nc2ccccc2)c(C)o1,1,2.0%,4,-0.4,-4,-18%,3,-2,-3
CC(C)CN(C(=O)CN1CCN(S(=O)(=O)c2ccccc2)CC1)c1c(N)n(CC(C)C)c(=O)[nH]c1=O,0,0.8%,-2,-0.3,-13,-4%,1,-5,-1

# This is a subset; rates above refer to the full screens.
